Screening results from PubChem.
Lipid storage S3: qHTS Assay for Lipid Storage Modulators in Drosophila S3 Cells; Drosophila S3 cells, BODIPY lipid droplet fluorescence, 18-24 h; cells fed with added oleic acid; Potency in µM for hits, for the others lipid storage change, negative = inhibition, % at the top dose, mostly 46.1 µM; actives 0.64% (n = 320,000); AID 2685; active = well fitted inhibition curve with a large enough effect in the signal ratio, with a control signal flat, not every such curve was filed as active; inconclusive = small, poorly fitted or top-dose-only effect, or effect the other way, or a change in a side signal; the % refers to the signal ratio
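Drosophila S3 cells got compounds at several concentrations plus oleic acid (400 uM solution). Laser-scanning cytometry with 488 nm excitation read lipid droplets at 500-530 nm and cells at 575-640 nm. Percent activity was relative to 20 uM Triacsin C.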
Lipid storage S3 cell count max: second read-out of Lipid storage S3, no call of its own (marks repeat the call); cell number change, %; measured here: cell count max response;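 cells counted by Cell Tracker Red CMTPX staining in the red channel; peak over a dose series mostly up to 46.1 µM; percent activity relative to internal control wells on each plate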
Starred values were filed as active, the others as inactive; i = inactive; ? = inconclusive; . = not tested or not shown; & = joins results of further samples; [ ] = dose if it differs, or a comment. % is scaled to controls: 0 for no effect and ±100 for the full control effect; potency is read from the fitted curve at half-maximal effect. Only part of the results is shown; rates above refer to the full screens.

The opening two entries, ahead of the listing:
Lipid storage S3	Lipid storage S3 cell count max	structure
-11.1%	3.0	Cc1cc(C)cc(NC(=O)N2CCCC2C(=O)Nc2ccc(-n3cnnn3)c(C)c2)c1 (configuration not stated)
-2.5%	11.5	O=C(CN(C(=O)CCC(=O)Nc1nccs1)c1ccccc1F)NCc1ccc2c(c1)OCO2

Results, from the start:
Lipid storage S3	Lipid storage S3 cell count max	structure
-11.1%	3.0	Cc1cc(C)cc(NC(=O)N2CCCC2C(=O)Nc2ccc(-n3cnnn3)c(C)c2)c1 (configuration not stated)
-2.5%	11.5	O=C(CN(C(=O)CCC(=O)Nc1nccs1)c1ccccc1F)NCc1ccc2c(c1)OCO2
?	.	CCOc1cc(NC(=O)c2ccccc2OC)c(OCC)cc1NC(=O)c1ccccc1
-1.5%	8.4	Cc1ccc(-c2nc3ccccc3c(=O)n2O)cc1
-1.8%&-11.5%	10.5&-0.3	O=C1COc2cccnc2N1
?	.	CC(C)Nc1ncnc2ccc(Br)cc12
?	.	CN1CCC(=NNC(=O)C(=O)Nc2ccccc2)CC1
?	.	NS(=O)(=O)c1ccc(NC(=O)/C=C/c2ccccc2Cl)cc1
?	.	CN1c2ccccc2C(C)(C)C12CC(c1ccc(Cl)c(S(=O)(=O)N3CCCC3)c1)=NO2 (configuration not stated)
?	.	CC(C)c1ccc(S(=O)(=O)N2CCN(C(=O)[C@@H]3CCCN3C(=O)c3cccs3)CC2)cc1
?	.	COC(=O)c1cc(S(=O)(=O)NCc2ccc(S(N)(=O)=O)cc2)oc1C
4.8%	4.2	CC1CC(C)CN(C(=O)C2CCCN(S(=O)(=O)c3cnc[nH]3)C2)C1 (configuration not stated)
14.4%	2.1	Cc1cc[n+](CC(=O)c2ccc3c(c2)OCCO3)cc1
?	.	COc1ccccc1OCCNC(=O)C1CCCCC1
1.2%	-8.9	Cc1ccc(CSc2nnc(NC(=O)C3=COCCO3)s2)cc1
17.0%	-11.5	O=C(COC(=O)c1ccc(O)cc1O)Nc1ccc2c(c1)OCCO2
0.7%	-9.4	CNC(=O)c1ccsc1NC(=O)c1ccc(S(=O)(=O)N2CCOCC2)cc1
1.3%	3.5	CCOC(=O)CSc1nc(C)c2ccc(C)cc2n1
6.1%	-12.7	c1ccc(Oc2nc3ccccc3n3cccc23)cc1
-5.7%	10.3	CCn1cc(C(=O)N[C@H](C(=O)NCCO)C(C)C)c(=O)c2cc3c(cc21)OCO3
2.0%	17.1	Cc1ccc(-n2c(=O)cc(N3CCC(C)CC3)[nH]c2=O)cc1
?	.	NS(=O)(=O)c1ccc(NC(=O)c2ccc(CNS(=O)(=O)c3cc(C(F)(F)F)ccc3Cl)cc2)cc1
-12.5%	-16.1	CCOc1ccc(NC(=O)/C=C/c2ccccc2)c([N+](=O)[O-])c1
1.8%[9.22 µM]	8.3	O=C(Nc1cccc(F)c1)N1CCCC(CNS(=O)(=O)Cc2ccccc2)C1 (configuration not stated)
-4.8%	12.9	COc1cc(/C=N/NC(=O)c2cccc([N+](=O)[O-])c2)ccc1OCc1ccc(C)cc1
2.6%	-2.5	CC(C)(C)CC(=O)Nc1nn[nH]n1
-0.3%	5.9	CC[N+]1(CC)CC2=Cc3ccccc3CC2C1 (configuration not stated)
?	.	OCC1(CC2CCCCO2)CCN(Cc2nc3ccccc3[nH]2)CC1 (configuration not stated)
?	.	O=C(OCc1nnc(-c2ccccc2)o1)c1cccc(S(=O)(=O)N2CCOCC2)c1
i	.	COc1ccccc1C(=O)NC(=O)OCCn1c(C)cnc1[N+](=O)[O-]
-5.5%	3.4	COC(=O)[C@H](Cc1ccccc1)NC(=O)N1CCN(c2ccc(F)cc2)CC1
?	.	COc1ccccc1NC(=O)C1CCN(C(=O)NCc2ccccc2)CC1
?	.	CCN(CC)S(=O)(=O)c1cccc(-c2nn(-c3ccccc3)cc2/C=C(\C#N)C(=O)NCc2ccco2)c1
4.3%	13.1	O=[N+]([O-])c1ccc(-c2nc(C(Cl)Cl)c3ccccc3n2)cc1
?	.	CCOC(=O)NC(NS(=O)(=O)c1ccccc1)(C(=O)OCC)C(F)(F)F (configuration not stated)
0.7%	-10.0	O=C(NC1CCCCCC1)C1c2ccccc2C(=O)N1Cc1cccs1 (configuration not stated)
15.5%	20.1	CCOc1ccc2nc(N3C(=O)CNC3=S)sc2c1
8.8%	-6.6	Cc1cccc(N(CC(=O)NCCSc2nc3ccccc3s2)S(=O)(=O)c2ccccc2)c1
15.9%	3.6	O=S(=O)(CC(O)CS(=O)(=O)c1ccc(Cl)cc1)c1ccccc1 (configuration not stated)
?	.	COc1cccc(CN2CC(C(=O)N(C)CCc3ccccc3)CCC2=O)c1 (configuration not stated)
16.3%	22.0	CN1CCN(CCC=C2c3ccccc3Sc3ccc(S(=O)(=O)N(C)C)cc32)CC1
3.9%	-6.7	CCN(CC)CCNC(=O)c1sc2ncn(CC(=O)Nc3ccc(C)c(Cl)c3)c(=O)c2c1C
?	.	Cc1c(Cl)cccc1NC(=O)c1nc(C)n(-c2cc(OC(C)C)c(Cl)cc2Cl)n1
-0.8%	19.6	O=C1CNC(=S)N1CCc1ccc(Cl)cc1
?	.	Oc1ccc[n+](/C=C\c2ccccc2)c1
i	.	O=S(=O)(c1ccc(Cl)cc1)N1CCCC1c1nc(-c2cccc(Cl)c2)no1 (configuration not stated)
?	.	COC(=O)c1cc(C(=O)OCC(=O)NNC(=O)c2cccs2)cc([N+](=O)[O-])c1
?	.	COc1ccc(Cn2c(=O)n(Cc3ccco3)c(=N)c3c4c(sc32)COC(C)(C)C4)cc1
?	.	COc1ccc(Nc2nnc(SCC3CCCO3)s2)cc1 (configuration not stated)
i	7.5	CC(C)NC(=O)Nc1cccs1

Next entries follow.
Lipid storage S3	Lipid storage S3 cell count max	structure
?	.	Cc1cccc(OCc2nnc(SCCC(=O)O)n2-c2ccccc2)c1
?	.	COCCN1CCN(C(=O)c2cc(COc3ccc(F)cc3F)on2)CC1
-12.7%	-18.4	COc1cc(NC(=O)c2ccc3c(c2)OCCO3)ccc1NC(=O)c1ccco1
4.2%	.	Cc1cccc(NC(=O)C2NC(=O)CC2c2ccccc2)c1C (configuration not stated)
?	.	O=C(O)c1ccnc(C(=O)O)c1
1.7%	9.5	COc1ccc2cc(CCNC(=O)c3cccc([N+](=O)[O-])c3)c(=O)[nH]c2c1
11.2%	-5.7	CCOC(=O)N1CCC(NS(=O)(=O)c2ccc(C)cc2)CC1
24.8%	26.8	O=C(NCC(c1ccco1)N1CCc2ccccc21)c1ccccc1Cl (configuration not stated)
-2.2%	9.4	CCOC(=O)CCNC(=O)N1CCCC(N(C)CCc2ccccc2)C1 (configuration not stated)
0.9%	15.9	COC(=O)c1ccc(/C=N/N2CCN(Cc3ccc(Cl)cc3)CC2)cc1
i	.	O=C(NS(=O)(=O)c1ccc(Cl)cc1)c1ccccc1
-0.5%	11.5	COC(C[C@H](O)[C@H](C)[C@H](O)COCc1ccccc1)OC
?	.	COC(=O)c1ccc(NC(=O)c2cc[n+](Cc3ccccc3)cc2)cc1
i	-4.4	Cc1c(O)ccc2c3c(c(=O)oc12)CCCC3
13.6%	6.6	O=S(=O)(c1ccc(F)cc1)N1CCc2ccccc2C1
8.6%	13.7	O=C(Nc1cccs1)Nc1ccc(F)cc1F
?	.	O=C(CNC(=O)c1ccc(Br)o1)NNC(=O)COc1ccccc1Cl
-2.1%	2.8	CC1CCCC(C)N1C(=O)COC(=O)CNC(=O)c1ccccc1F (configuration not stated)
1.3µM*	-2.7*	CCOc1ccc(OCC)c(NC(=O)CCNS(=O)(=O)c2cc(Br)cnc2N)c1
i	.	O=C(N=C1SC2CS(=O)(=O)CC2N1CCc1ccccc1)C1CCCCC1 (configuration not stated)
?	.	Cc1nc(N2CCN(c3ccccn3)CC2)c2c(C)c(C(=O)N3CCN(c4ccccc4F)CC3)sc2n1
11.9%	12.7	COC(=O)c1ccc(C23CC4(C2)[C@H](CN(CC2CCCCC2)[C@@H]4c2ccccc2)C3c2ccccc2)cc1 (some centres not stated)
19.9%	10.7	CCN(C(=O)C1CCN(c2nc(-c3ccc(OC)cc3)no2)CC1)c1ccccc1
i	.	CC(=O)Nc1ccc(OCc2nnc(-c3ccccc3)o2)cc1
-5.9%	12.5	C#CCOCCOCCOCCNc1nc(N2CCN(C(=O)[C@H](CCC(=O)O)n3cc(C(N)CO)nn3)CC2)nc(N2CCN(C(=O)[C@H](Cc3ccc(O)cc3)n3cc(C(N)CC(C)C)nn3)CC2)n1 (some centres not stated)
?	.	Cc1cccc(NC(=S)NCCc2ccc3c(c2)OCCO3)c1C
?	.	COc1nc(Nc2cccc(C)c2)nc(N2CCCCC2)n1
i	-2.8	Cc1cc(C)nc(NC2=NCC(=O)N2c2cc(Cl)cc(Cl)c2)n1
?	.	CC(=O)NCCc1nc2ccccc2n1CCOc1ccc(C)cc1
?	.	COc1ccccc1C(=O)NN(C)C1=NS(=O)(=O)c2ccccc21
?	.	CCN(CC)CCCN(C(=O)c1ccc(Br)cc1)c1nc(-c2ccc(OC)cc2)cs1
22.8%	-2.5	CC(Sc1nnc(-c2ccccc2F)n1C1CC1)C(=O)N1CCCC1 (configuration not stated)
?	.	O=C(CCc1nc2ccccc2s1)N1CCN(c2ccccc2)CC1
29.3%	1.3	CCCn1c2c(c(O)c(C(=O)NCc3ccccc3)c1=O)CCCC2
2.7%	1.2	CS(=O)(=O)N1CCC(C(=O)Nc2ccc(C(F)(F)F)cc2)CC1
?	.	CC(=O)OCCCNc1cc(Sc2ccc(Cl)cc2)c2nonc2c1[N+](=O)[O-]
?	.	Cc1ccc(C(C)(C)C)c(OCCCn2ccnc2)c1
?	.	Cc1ccc(OCCCC(=O)NC(C)c2ccccc2)cc1 (configuration not stated)
4.3%	-29.6	Cc1cnn(-c2cc(Oc3ccccc3)ncn2)c1
?	.	Cc1ccc(Cc2nc(-c3ccncc3)no2)cc1
?	.	CCOC(=O)C1=C(CC)Nc2ccccc2N=C1NC(=O)c1ccc(S(=O)(=O)N(C)C)cc1
?	.	O=C(CSc1cccc[n+]1[O-])Nc1ccc([N+](=O)[O-])cc1Cl
?	.	O=C(c1cccc(S(=O)(=O)N2CCOCC2)c1)N(CCc1ccccc1)Cc1ccccc1
?	.	Cc1cc(C)c(C#N)c(Cl)n1
?	.	O=C(NCc1nc2ccccc2[nH]1)C1=C[C@@H](C2CC2)C[C@@H](OCc2ccc(CO)cc2)O1
?	.	Cc1ccc(-c2nc(SCC(=O)NCC3CCCO3)c(-c3ccc(C)cc3)[nH]2)cc1 (configuration not stated)
?	.	CSc1ncccc1C(=O)OCC(=O)NCc1ccc2c(c1)OCO2
?	.	Cc1ccc(NC(=O)C(=O)Nc2ccccn2)cc1
6.3%	15.2	N#Cc1c(NC(=O)COC(=O)c2ccc(S(=O)(=O)N3CCCC3)cc2)sc2c1CCCCC2
?	.	CC(C)(C)NC(=S)Nc1cccc(C(F)(F)F)c1

Pulled by structure from the entries so far:
Lipid storage S3	Lipid storage S3 cell count max	structure
2.7%	1.2	CS(=O)(=O)N1CCC(C(=O)Nc2ccc(C(F)(F)F)cc2)CC1
29.3%	1.3	CCCn1c2c(c(O)c(C(=O)NCc3ccccc3)c1=O)CCCC2
22.8%	-2.5	CC(Sc1nnc(-c2ccccc2F)n1C1CC1)C(=O)N1CCCC1 (configuration not stated)
?	.	Cc1ccc(NC(=O)C(=O)Nc2ccccn2)cc1
?	.	CSc1ncccc1C(=O)OCC(=O)NCc1ccc2c(c1)OCO2
?	.	Cc1cc(C)c(C#N)c(Cl)n1
?	.	CC(C)(C)NC(=S)Nc1cccc(C(F)(F)F)c1

Next part
Lipid storage S3	Lipid storage S3 cell count max	structure
?	.	O=C(c1nn2c(C(F)(F)F)cc(-c3cccs3)nc2c1Cl)N1CCCc2ccccc21
?	.	COc1cccc(N2CCN(C(=O)CCc3nnc4ccc(N5CCOCC5)nn34)CC2)c1
i	-1.1	COc1ccc(CCNC(=S)Nc2cccc(C)c2C)cc1
?	.	COc1ncccc1C(=O)N1CCCC(N2CCN(c3cccc(Cl)c3)CC2)C1 (configuration not stated)
?	.	NCCCC[C@H]1CNC(=O)C(=O)N1CCCCC1CCCCC1
?	.	COc1ccc(Cc2nc3ccc(C(=O)NCc4cc(C)no4)cc3o2)cc1
?	.	CCOC(=O)C1Cn2c(nc3c(c2=O)C(C)(C)Cc2ccccc2-3)S1 (configuration not stated)
i	-17.2	O=C(Nc1ccc(N2CCN(C(=O)c3ccco3)CC2)cc1)C(c1ccccc1)c1ccccc1
?	.	Cn1cnc([N+](=O)[O-])c1SCC(O)CN1CCCCC1 (configuration not stated)
2.31µM*	17.2*	Cc1cccc([C@@H]2[C@@H]3C(=O)N(Cc4ccccc4)C(=O)[C@@H]3[C@]3(C)C(=O)N(c4ccc(Br)cc4)C(=O)N23)c1
?	.	CCn1c(SCC(=O)N(C)C)nc2cc(S(=O)(=O)N3CCCCC3)ccc21
?	.	O=S(=O)(Nc1ccc(-n2cccc2)cc1)c1ccc(Cl)c(Cl)c1
0.2%	-19.3	CC(/C=N\Nc1nnc2c(n1)[nH]c1c(C)cccc12)=C\c1ccco1
?	.	COc1ccc(C(O)P(=O)(OC(C)C)OC(C)C)cc1OC (configuration not stated)
-8.3%	2.4	CCOC(=O)C1(Cc2ccc(Cl)cc2)CCN(C(=O)CCc2ccncc2)CC1
i	.	Nc1ccccc1OCCOCCOc1ccccc1N
